ER stress death: protection against thapsigargin ER stress killing – CSM14.1 cells, ATP luminescence, primary screen; hit rate 0.33% among 48,000; CSM14.1 thapsigargin ER stress survival; relative survival (cellular ATP), % at 15 µg/mL (by protocol);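 active = survival measured by cellular ATP above 50% at 15 µg/ml in the first screen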;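 note: cell death triggered by about 15 µM thapsigargin; ATP read 24 h after thapsigargin was added; plate controls were thapsigargin with DMSO for no effect and DMSO without thapsigargin for full effect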
Starred values were filed as active, the others as inactive. Only part of the results is shown; rates above refer to the full screens.

SMILES | ER stress death
COc1ccc(/C=C2\C(=O)NC(=O)N(c3ccc(Br)cc3)C2=O)cc1[N+](=O)[O-] | -3
CC(C)(C)C(O)Cn1c(=N)n(Cc2ccccc2)c2ccccc21 (stereo not drawn) | -3
O=C1c2ccc([N+](=O)[O-])cc2C(=O)N1c1cccnc1 | 2
O=C(Nc1c(C(=O)NCCc2ccccc2)cnn1-c1ccccc1)c1cccc(F)c1 | -3
COc1ccccc1CNC(=O)CC(C)=O | 1
O=C1C2=C(C(c3ccccc3)=NCCN2)C(c2ccc(F)cc2)N1c1ccccc1 (stereo not drawn) | -13
O=C(COc1cccc2ccccc12)NCc1ccco1 | 1
CSc1ccc(/C=C(/NC(=O)c2ccccc2)C(=O)NCCCO)cc1 | 2
CN1CCCc2c1nc1c(c2N)CCCC1 | -2
COC(=O)C1=C(C)NC2=C(C(=O)CC(c3cccs3)C2)C1c1ccc(C)o1 (stereo not drawn) | 2
COc1ccc(C2NC(=S)NC(C)=C2C(=O)Nc2ccccc2)cc1OC (stereo not drawn) | 14
Cc1ccccc1Nc1nc(-c2cc3cc(Br)ccc3oc2=O)cs1 | 7
C/C(=N\NC(=O)c1cc(C2CC2)[nH]n1)c1ccc(Br)cc1 | 13
Cc1cccc(C(=O)N2N=C(c3ccc(F)cc3)CC2(O)C(F)(F)F)c1 (stereo not drawn) | 3
Cc1ccc(C2CC(C(F)(F)F)n3nc(C(=O)Nc4cc(C(F)(F)F)ccc4Cl)cc3N2)cc1 (stereo not drawn) | 0
CCCC(=O)c1ccc(N2CCN(C(=O)c3ccccc3)CC2)c(F)c1 | 2
COc1ccc(CNC(=O)c2nn3c(c2Cl)NC(c2ccco2)CC3C(F)(F)F)cc1 (stereo not drawn) | 6
Cc1cc2nc(-c3ccc(NC(=O)c4cccnc4)cc3O)oc2cc1C | 0
NC1=NC(=O)/C(=C/c2ccc(OC(=O)c3ccc(Cl)c(Cl)c3)cc2)S1 | 8
CC(=O)Nc1ccc(NS(=O)(=O)c2cc(C)ccc2C)cc1 | 4

The final two compounds of the part before come first, to join the parts:
SMILES | ER stress death
NC1=NC(=O)/C(=C/c2ccc(OC(=O)c3ccc(Cl)c(Cl)c3)cc2)S1 | 8
CC(=O)Nc1ccc(NS(=O)(=O)c2cc(C)ccc2C)cc1 | 4
COc1ccccc1NC(=O)c1sc(N)c(C(=O)OC(C)C)c1C | -2
COc1ccccc1NC(=O)C(=O)NCc1cccnc1 | 8
CC(C)c1ccc(N(CC(N)=O)S(=O)(=O)c2ccccc2)cc1 | 6
CCn1c(=O)c(C(=O)Nc2cccc(O)c2)c(O)c2ccccc21 | 2
Cc1ccccc1C(=O)Nc1cccc(NC(=O)c2ccc(-c3cccc(Cl)c3)o2)c1 | 1
CCN=C(Nc1ccc2c(c1)OCO2)SC1CC(=O)N(c2ccc(Cl)cc2)C1=O (stereo not drawn) | -2
COc1cccc(C2C3=C(NCCN=C3c3ccccc3)C(=O)N2c2ccccc2)c1 (stereo not drawn) | -9
O=C(c1cccs1)N1N=C(c2ccccc2)CC1c1ccccc1 (stereo not drawn) | 8
C=C(C)CSc1nnc2nc(C)cc(C)n12 | 9
CCOc1ccc(N2C(=O)NC(=O)/C(=C\C3C(=O)N(c4ccccc4)N=C3C)C2=O)cc1 (stereo not drawn) | -2
CC(C)c1ccc(NC2=NS(=O)(=O)c3ccccc32)cc1 | -1
COc1cc2ccccc2cc1C(=O)Nc1cc(-c2nc3cc(C)ccc3o2)ccc1C | 12
COc1ccc(-c2cc(C(=O)NCCc3ccc(OC)c(OC)c3)c3ccccc3n2)c(OC)c1 | 5
CCOC(=O)c1c(NC(C)=O)sc2c1CCc1ccccc1-2 | 7
CCC(=O)N1c2ccccc2NC2=C(C(=O)CC(C)(C)C2)C1c1ccc([N+](=O)[O-])cc1 (stereo not drawn) | 7
Cc1cc(Cl)ccc1OCC(=O)Nc1ccc(Br)c(NC(=O)c2ccccc2)c1 | 0
COc1ccc(Cl)cc1N=CC1=C(O)CC(C)(C)CC1=O | 7
COc1cccc(C2C(C(=O)Nc3ccccc3)=C(C)N=c3s/c(=C/c4ccccc4OC)c(=O)n32)c1 (stereo not drawn) | 6
Cc1ccc(N(CC(=O)Nc2ccc(Cl)cc2C)S(=O)(=O)c2ccc(F)cc2)cc1 | 14
COc1cc2c(C)nc3c(c(C)nn3-c3ccccc3)c2cc1OC | -3

Single values from the list.
For ER stress death, `C=C(C)CSc1nnc2nc(C)cc(C)n12` reads 9
For ER stress death, `COc1ccccc1NC(=O)C(=O)NCc1cccnc1` reads 8
For ER stress death, `CCC(=O)N1c2ccccc2NC2=C(C(=O)CC(C)(C)C2)C1c1ccc([N+](=O)[O-])cc1` (stereo not drawn) reads 7

(further entries)
SMILES | ER stress death
Cc1ccc(N2NC(=O)/C(=C/c3ccc(N(C)C)cc3)C2=O)cc1C | 13
COc1ccc(-c2cc(C(F)(F)F)n3ncc(C(=O)N4CCOCC4)c3n2)cc1OC | 1
Cc1oc2c(CN3CCCC3)c(O)ccc2c(=O)c1-c1nc2ccccc2s1 | 4
Cc1ccc(C(=O)N/C(=C\c2ccco2)c2nc(=S)[nH][nH]2)cc1 | 0
CN(c1ccc(C(=O)NCCSCc2cccc(Cl)c2)cc1)S(=O)(=O)c1ccccc1 | 5
O=C(CN(Cc1ccccc1)S(=O)(=O)c1ccccc1)Nc1ccc(Br)cc1 | 7
NC1=NC(=O)/C(=C\c2ccc(-c3cccc(C(=O)O)c3)o2)S1 | -2
COC(=O)CN(C#N)c1nc(NC(C)C)nc(NC(C)C)n1 | 2
COc1ccc(C(=O)Nc2ccc3c(c2)Cc2ccccc2-3)cc1 | 2
CCN1C(=O)/C(=C/c2ccc(-c3ccccc3[N+](=O)[O-])o2)SC1=S | 8
COc1ccccc1CNC(=O)COc1ccc(Cl)cc1Br | 6
O=C(CN1CCCCC1)Nc1ccccc1I | -4
CCN(CC)CCC(=O)N1c2ccccc2Sc2ccc(NC(=O)OC)cc21 | -3
Cc1ccc(C(=O)/C=C/c2ccc(-c3ccccc3Br)o2)cc1 | 6
Cc1ccccc1OCC(=O)Nc1ccc(O)c(-c2nc3ccccc3s2)c1 | -2
CC(C)CCn1c2ccccc2c2cc(CC(N)=O)ccc21 | 2
CC(C)(CO)NC(=O)COc1ccc(Cl)cc1Cl | -2
O=C1CC(c2ccccc2)CC2=C1C(c1ccc(-c3ccccc3)cc1)Nc1ccccc1N2 (stereo not drawn) | 8
O=S1(=O)N=C(Oc2ccc(Cl)cc2)c2ccccc21 | 6
O=C(NC(=S)Nc1ccc2ccccc2c1)c1ccccc1Cl | 0

20 compounds already listed, sorted by heavy-atom count, high to low.
SMILES | ER stress death
COc1cccc(C2C(C(=O)Nc3ccccc3)=C(C)N=c3s/c(=C/c4ccccc4OC)c(=O)n32)c1 (stereo not drawn) | 6
COc1ccc(-c2cc(C(=O)NCCc3ccc(OC)c(OC)c3)c3ccccc3n2)c(OC)c1 | 5
Cc1ccc(C2CC(C(F)(F)F)n3nc(C(=O)Nc4cc(C(F)(F)F)ccc4Cl)cc3N2)cc1 (stereo not drawn) | 0
COc1cc2ccccc2cc1C(=O)Nc1cc(-c2nc3cc(C)ccc3o2)ccc1C | 12
CCC(=O)N1c2ccccc2NC2=C(C(=O)CC(C)(C)C2)C1c1ccc([N+](=O)[O-])cc1 (stereo not drawn) | 7
O=C1C2=C(C(c3ccccc3)=NCCN2)C(c2ccc(F)cc2)N1c1ccccc1 (stereo not drawn) | -13
CCN=C(Nc1ccc2c(c1)OCO2)SC1CC(=O)N(c2ccc(Cl)cc2)C1=O (stereo not drawn) | -2
O=C(CN(Cc1ccccc1)S(=O)(=O)c1ccccc1)Nc1ccc(Br)cc1 | 7
COc1ccc(C2NC(=S)NC(C)=C2C(=O)Nc2ccccc2)cc1OC (stereo not drawn) | 14
CCCC(=O)c1ccc(N2CCN(C(=O)c3ccccc3)CC2)c(F)c1 | 2
Cc1ccccc1Nc1nc(-c2cc3cc(Br)ccc3oc2=O)cs1 | 7
O=C(c1cccs1)N1N=C(c2ccccc2)CC1c1ccccc1 (stereo not drawn) | 8
Cc1ccc(C(=O)/C=C/c2ccc(-c3ccccc3Br)o2)cc1 | 6
COc1ccccc1CNC(=O)COc1ccc(Cl)cc1Br | 6
O=C(COc1cccc2ccccc12)NCc1ccco1 | 1
O=C1c2ccc([N+](=O)[O-])cc2C(=O)N1c1cccnc1 | 2
O=S1(=O)N=C(Oc2ccc(Cl)cc2)c2ccccc21 | 6
CC(C)(CO)NC(=O)COc1ccc(Cl)cc1Cl | -2
O=C(CN1CCCCC1)Nc1ccccc1I | -4
COc1ccccc1CNC(=O)CC(C)=O | 1

New compounds follow:
SMILES | ER stress death
CC(C)Cc1cc(-c2ccco2)c(C#N)c(N)n1 | -4
CCOCCOC(=O)C1=C(C)N(C)C(=O)NC1c1cccc([N+](=O)[O-])c1 (stereo not drawn) | 9
COc1ccccc1/C=N/N=C1/NC(=O)C(CC(=O)Nc2ccccc2C(F)(F)F)S1 (stereo not drawn) | 3
CCOc1ccc(NCC(O)CSCC(O)CNc2ccc(OCC)cc2)cc1 (stereo not drawn) | 8
CCCc1nn2c(N)c(C=C3C=C(Cl)C(=O)C(Cl)=C3)c(=O)nc2s1 | 0
COc1ccccc1C(=O)Nc1ccc(OC(F)(F)F)cc1 | -1
CN(C)c1ccc(/C=C/C=N/N=c2\sc3ccccc3n2C)cc1 | -1
CC(=O)N(c1ccccc1)C1CC(C)Nc2ccccc21 (stereo not drawn) | -8
Cc1ccc(C2=N/C(=C\c3ccccc3)C(=O)O2)cc1 | -6
CC(=O)Nc1ccc(S(=O)(=O)N(c2ccccc2F)S(=O)(=O)c2ccc(NC(C)=O)cc2)cc1 | 0
CCCCNCCCCCCOc1ccccc1C(C)(C)C | -9
CCOc1ccc(N2C(=O)CC(N3CCC(O)CC3)C2=O)cc1 (stereo not drawn) | -2
Oc1c(/C=N/Nc2cccc3cccnc23)sc2ccccc12 | 5
CCCCSCC(O)COC(C)C (stereo not drawn) | 3
CC(Oc1ccc(Cl)cc1Cl)C(=O)NCCN(C)C (stereo not drawn) | -13
CC(=O)C1=C(Nc2ccccc2)CC(C)(O)C(C(C)=O)C1c1cccnc1 (stereo not drawn) | 10
Cc1cccc(C)c1NC(=O)CSc1nc2ccccc2s1 | -15
O=C(COc1ccccc1[N+](=O)[O-])N/N=C/c1cc(I)ccc1O | 6
COc1ccc(/C=C2\SC(=S)N(C(C)C(=O)O)C2=O)cc1 (stereo not drawn) | -3
O=C(NCCc1ccccc1)c1c(F)cccc1Cl | 5
CN1C(=O)/C(=C2\SC(=S)N(C3CCS(=O)(=O)C3)C2=O)c2ccccc21 (stereo not drawn) | 2
O=C(Nc1ccc(I)cc1Cl)c1cc2ccccc2o1 | 0
CCc1c(C)nc(N)nc1N1CCCC1 | -5
CCCC(=O)Nc1ccc(NC(=O)COc2ccc(C(C)(C)C)cc2)cc1 | 1
CSc1nc2c(c(=O)n1C)C(C)(C)Cc1ccccc1-2 | -3
Cn1c(=O)c2c(nc(NCc3ccccc3)n2C)n(C)c1=O | -3
COC(=O)c1c(NC(=S)Nc2ccccc2)sc2c1CCCC2 | 10
CCc1ccccc1NC(=O)CN(c1ccc(Br)cc1)S(C)(=O)=O | 1
CCN1/C(=C/C(C)=O)Sc2ccccc21 | 0
CC(N=C(NS(=O)(=O)c1ccccc1)c1ccccc1)C(=O)O (stereo not drawn) | 1
C=CCn1c(SCC(=O)N2CCCCC2)nc2sc3c(c2c1=O)CCC3 | 14
Cc1ccc(C2OC(=O)c3ccccc32)cc1 (stereo not drawn) | 1
Cc1onc(-c2ccccc2Cl)c1C(=O)N1CCc2ccccc2C1 | -6
COc1ccc(C2CC(C(F)(F)F)n3nc(C(=O)Nc4cc(OC)c(Cl)cc4OC)c(Cl)c3N2)cc1 (stereo not drawn) | 14
COc1ccc(C(=O)Nc2ccc(NC(=O)c3ccco3)c(OC)c2)cc1 | -2
CCOCCCNc1cc(C)c(C#N)c2nc3ccccc3n12 | 8
Cc1ccc(C)c(NC(=O)c2ccc([N+](=O)[O-])cc2)c1 | 7
COc1cccc(NC(=O)C(=O)N/N=C/c2ccc(O)c(OC)c2)c1 | 16
COC(=O)C1=C(C)N(C)C(=O)/C1=C\c1cccs1 | 8
CCN1C(=O)/C(=C2\SC(=S)N(C3CCS(=O)(=O)C3)C2=O)c2ccccc21 (stereo not drawn) | 6
COCCOC(=O)c1c(C)oc2ccc(OC(=O)c3cccs3)cc12 | 1
Cc1cc(OCC(=O)Nc2cccc3nsnc23)ccc1Cl | 1
Cc1ccc(NC(=O)Cc2nnc(NC(=O)Nc3ccccc3)s2)cc1 | -1
O=C(CC1CCCCC1)Nc1ccc(Br)cc1 | -2
O=C1C(=O)N(CCCn2ccnc2)C(c2ccc([N+](=O)[O-])cc2)/C1=C(\O)c1ccc(Cl)cc1 (stereo not drawn) | 6
COc1ccc(C2C(C(=O)OC(C)C)=C(C)N=c3s/c(=C\c4ccc(Br)o4)c(=O)n32)cc1 (stereo not drawn) | 5
O=C(NCCOCc1ccccc1)C(c1ccccc1)c1ccccc1 | -2
COC(=O)c1c(N)sc2c1CCCC2 | 7
COc1ccc(NC(=O)c2c(NC(=O)C(C)(C)C)sc3c2CCC(C)C3)cc1 (stereo not drawn) | 5
Cc1ccc(NC(=S)NC(=O)c2ccc(Cl)cc2)cc1C | 4
COc1ccc2c(c1)-c1c(ssc1=S)C(C)(C)N2C(=O)CSc1ncn[nH]1 | 0
Cc1cccc(N(CC(=O)O)S(C)(=O)=O)c1 | 11
O=C(COc1cccc(Cl)c1)N/N=C\c1cccnc1 | 6
COc1ccc(CCNC(=O)c2cccc([N+](=O)[O-])c2)cc1 | 12
C=CCN1C(=O)/C(=C/c2cccc(Br)c2)SC1=S | 4
CCOC(=O)c1c(NC(=O)C2CC3CCC2C3)sc2c1CCC(C)C2 (stereo not drawn) | 3
CCOC(=O)C1=C(O)/C(=C/c2cccnc2)SC1=Nc1ccc(C)cc1 | -1
CCOC(=O)C1NN=C(C(=O)c2ccccc2)C1c1ccc(Cl)cc1 (stereo not drawn) | -5
O=C(N=Nc1c(O)[nH]c2ccccc12)c1cc(-c2ccc(Br)cc2)nc2ccccc12 | 4
COc1ccc(NC(=O)c2ccccc2C)c(OC)c1 | 5
Cc1ccc(OC(=O)COc2ccc(Cl)cc2Cl)cc1 | 3
C=CCNC(=O)C(=O)NCCc1ccc(F)cc1 | 2

Screens as filed in PubChem BioAssay.
